Bioassay records as filed in PubChem BioAssay.
MRP-1 activ = MRP-1 activation; viability increase, % at 10 µM; 140,000 compounds, 0.61% hits; H69AR cells + doxorubicin, viability rescue, CellTiter-Glo;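 active = viability gain under doxorubicin at or above a set limit, the compound median plus 3 SD, cut at about 4.7% in these data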;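 also: MRP-1 overexpressing cells given doxorubicin 25 µM after compound pretreatment; 18-22 h compound pretreatment then 72 h with doxorubicin before readout; 0% = doxorubicin-only wells and 100% = vehicle-treated cells without doxorubicin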
GALR2 blocker = blocks the human galanin receptor 2. O43603. GALR2-expressing cells, antagonist mode. inhibition, % at 4 µM. 140,000 compounds, 0.39% hits; in the data active = inhibition above about 27%;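 also: cells stimulated with galanin 1-16 at roughly its EC80; 0% = agonist challenge control and 100% = basal control without agonist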
Target sequence (O43603 whole entry, looked up): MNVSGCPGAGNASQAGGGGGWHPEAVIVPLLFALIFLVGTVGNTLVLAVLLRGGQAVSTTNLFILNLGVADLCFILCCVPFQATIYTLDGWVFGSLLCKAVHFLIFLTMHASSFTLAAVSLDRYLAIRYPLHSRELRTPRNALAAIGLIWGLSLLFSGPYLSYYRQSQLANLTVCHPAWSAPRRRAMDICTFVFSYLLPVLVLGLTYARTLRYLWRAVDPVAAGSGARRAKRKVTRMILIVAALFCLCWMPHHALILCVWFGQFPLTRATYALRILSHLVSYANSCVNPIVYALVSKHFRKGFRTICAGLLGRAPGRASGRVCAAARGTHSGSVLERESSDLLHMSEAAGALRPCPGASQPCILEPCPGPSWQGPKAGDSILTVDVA
E-sel TNF inh = TNF alpha driven E-selectin expression inhibition | HUVEC TNFa-induced E-selectin immunofluorescence, high content | 120,000 compounds, 0.71% hits | inhibition, % at 2 µM;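 active = inhibition above the batch mean plus 3 SD, and confirmed as a hit on visual image review, cut at about 43% in these data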;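 also: 0% = TNF-stimulated DMSO wells and 100% = unstimulated control wells; not every result past the cut was called active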
PTEN del growth = suppresses growth of cells with PTEN deletion. HCT116 PTEN-null viability, CellTiter-Glo, 60 h; stronger effect = lower value. AID 827. viability, % at 10 µM. 140,000 compounds, 1.2% hits;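 active = viability at or below a set limit, 4 SD under the median of all tested compounds, cut at about 3.7% in these data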;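 also: PTEN knockout HCT116 line with beta catenin targeted HCT116 as companion control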
Yeast lifespan up = yeast lifespan extension | S. cerevisiae growth with nicotinamide, OD615; deaD strain in restrictive glucose medium | 130,000 compounds, 0.68% hits | inhibition of the nicotinamide effect, % at 10 µM;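 active = inhibition above a set limit, placed 3 SD over the median of all compounds, cut at about 26% in these data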;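 also: 0% = nicotinamide-treated wells and 100% = cells grown without nicotinamide; some compounds called inactive have numbers as strong as hits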
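Measured by: optical density (absorbance) at 615 nm; System: modified budding yeast, DeaD strain; Medium: restrictive CSMM-D dextrose medium; Timing: 4 h preincubation then 48 h treatment at 30 °C.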
bCat KO growth = beta-catenin-lacking colon tumor cell growth suppression; HCT116 beta-catenin knockout viability, CellTiter-Glo, 60 h; stronger effect = lower value; viability, % at 10 µM; 140,000 compounds, 1.5% hits; AID 818;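 active = viability at or under a set limit, the compound median less 4 SD, cut at about 6% in these data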;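 also: 0% = Hyamine 1622 control at 20 µM and 100% = untreated cell control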
Measles CPE = protection of cells from measles virus. Measles virus-infected cells, CPE protection, absorbance. protection (pct of control), % at 4 µM. 140,000 compounds, 1.5% hits. AID 841; in the data active = protection mostly above about 24%, no sharp cut-off; inactive = mostly below about 26%; also: some compounds called inactive have numbers as strong as hits
NPY-Y2 antag = blocks the human neuropeptide Y Y2 receptor | NPY-Y2 expressing cells, antagonist mode | 140,000 compounds, 0.99% hits | AID 793 | inhibition, % at 2.7 µM; in the data active = inhibition above about 17%;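 also: 0% = vehicle with agonist challenge and 100% = reference antagonist with challenge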
Target sequence (P49146 whole entry, looked up): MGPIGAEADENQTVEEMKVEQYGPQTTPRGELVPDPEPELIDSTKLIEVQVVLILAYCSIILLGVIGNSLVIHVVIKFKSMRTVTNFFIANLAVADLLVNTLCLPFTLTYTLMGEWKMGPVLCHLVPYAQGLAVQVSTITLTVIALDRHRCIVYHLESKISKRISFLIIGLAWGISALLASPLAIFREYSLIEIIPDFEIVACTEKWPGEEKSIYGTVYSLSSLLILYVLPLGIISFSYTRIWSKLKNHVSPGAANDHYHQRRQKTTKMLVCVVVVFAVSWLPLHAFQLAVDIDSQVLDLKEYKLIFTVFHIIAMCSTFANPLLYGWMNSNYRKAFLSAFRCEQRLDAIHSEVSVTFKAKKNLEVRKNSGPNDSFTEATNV
Yeast growth inh = yeast BB579 growth reduction in restrictive medium; 140,000 compounds, 0.51% hits; S. cerevisiae BB579 growth, OD615, 48 h; AID 804; inhibition, % at 10 µM;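 active = inhibition above a set limit, 3 SD over the mean compound inhibition, cut at about 44% in these data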; also: inactives centre near -24
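Assay system: S. cerevisiae DeaD strain BB579 yeast. Medium: CSMM-D restrictive synthetic medium containing dextrose (glucose). Times: 4 h cell preincubation, 48 h compound exposure, 30 °C humidified. Signal: OD615 turbidity measurement. Benchmarks: positive control amphotericin B 10 µg/mL.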
Phagocyt inh = blocks phagocytosis by macrophages | 110,000 compounds, 0.07% hits | inhibition, % at 5 µM | AID 1029 | J774A.1 macrophage IgG-bead phagocytosis, imaging;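 active = inhibition above the mean of the plate negative controls plus 5 SD, cut at about 13% in these data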;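 also: phagocytic index as fraction of beads internalized from green versus red external bead signal; plate controls were DMSO negative control for no effect and cytochalasin-D positive control for full effect; some results beyond the cut were filed as inactive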
Numbers without * were called inactive; x = no result given. Rows were taken by chance, and some 6.4% of all compounds hit somewhere here.

SMILES	MRP-1 activ	GALR2 blocker	E-sel TNF inh	PTEN del growth	Yeast lifespan up	bCat KO growth	Measles CPE	NPY-Y2 antag	Yeast growth inh	Phagocyt inh
Cc1nn(C)c(Cl)c1S(=O)(=O)N[C@@H](c1ccccc1)[C@]1(C)C[C@H]1[C@@H](C)C(=O)Nc1ccc2ccccc2c1	0.8	2.5	x	56.4	1.5	53.2	7.7	-2.7	-50.5	x
CCNc1oc(COc2ccccc2F)nc1C#N	-3.0	-7.1	-7.8	98.5	-8.8	97.2	4.1	-0.1	-42.7	-0.4
CC(=O)/C(N)=N/Nc1cccc(Cl)c1	-1.8	-8.3	x	81.3	-7.5	79.1	7.8	-2.7	-18.8	-3.2
CC1C(c2ccccc2)N(C)CCC12NC(=O)NC2=O (configuration not stated)	-0.1	1.8	-18.1	104.2	-0.3	104.4	1.4	1.9	-13.7	2.2
CCN1CCN(Cc2c(OC)ccc3ccccc23)CC1	-1.4	2.0	-28.8	88.0	-5.3	99.2	4.1	3.7	-18.0	-1.7
COCCN(CC(=O)NCC1CCCO1)C(=O)CCC(=O)Nc1cc(C)ccn1 (configuration not stated)	0.1	6.0	-2.2	84.2	x	94.0	7.9	1.1	-15.4	x
Cc1cc(C(F)F)n2nc(C(=O)Nc3cccc(C(F)(F)F)c3)nc2n1	0.1	-6.5	-9.7	89.1	-13.9	92.0	14.7	-3.7	24.7	0.2
CCOc1cccc(Oc2ccc(C(F)(F)F)cn2)c1	1.4	0.7	-13.7	84.7	-10.9	79.9	5.1	-2.8	-20.7	0.6
CCOC(=O)C(CSCC(=O)c1ccc(Br)cc1)NC(=O)OC(C)(C)C (configuration not stated)	1.0	6.1	-0.8	94.2	4.1	91.2	7.4	3.4	-20.4	-0.8
CCOC(=O)N1CCN(CC(=O)Nc2ccc(Oc3ccccc3)cc2)CC1	-2.8	4.8	-14.5	93.0	-6.0	91.6	5.0	1.5	-19.8	x
C=CCN(CC(=O)Nc1c(C)cccc1CC)C(=O)SCCC	-3.0	-7.1	-8.6	69.6	-3.4	72.9	7.3	10.4	-8.8	-3.1
CNc1cc(C(F)(F)F)nc(-c2ccccn2)n1	-0.5	2.2	-1.4	100.5	-15.9	92.2	12.7	-1.0	-10.6	0.2
CC(=O)NS(=O)(=O)c1ccccc1	-0.3	4.7	x	111.0	-10.1	103.8	17.9	0.8	-39.9	-0.1
CCOc1ccccc1OCc1nn2c(-c3ccc(C)cc3)nnc2s1	-3.1	2.7	22.4	99.6	-1.1	93.6	19.5	12.6	-38.6	-1.5
Cc1ccc(N/C=C(/C#N)c2ccsc2)cc1	-1.9	6.1	11.1	59.0	-16.5	69.2	16.5	1.4	-24.8	-1.8
COc1ccc(/C=C2\N=C(c3c(-c4ccccc4)noc3C)OC2=O)cc1OC	0.3	5.5	x	99.7	-13.2	105.4	2.8	-1.1	-46.0	x
COC(=O)c1c(C(=O)NCc2ccccc2)ncn1CC(O)COc1ccccc1 (configuration not stated)	-0.1	-3.0	1.4	89.0	-11.2	104.8	1.8	1.9	17.8	0.6
CN(C(=S)NC(=O)C1(C)CC1(Cl)Cl)c1ccccc1 (configuration not stated)	-0.7	0.2	-7.7	96.6	-1.9	101.9	27.9	1.4	-33.8	0.4
CCOc1ccc2[nH]c(=O)c(C(c3nnnn3C3CCCCC3)N3CCN(C)CC3)cc2c1 (configuration not stated)	-3.0	3.2	-14.1	91.5	-7.0	92.8	12.4	2.9	-10.3	-1.3
CN1CCN(Cc2c(O)ccc3c(-c4ccccc4)cc(=O)oc23)CC1	-2.6	5.2	15.7	105.2	-6.9	101.2	2.1	-2.9	6.5	-0.8
CC(=O)c1ccc(Nc2ncnc3c2oc2ccccc23)cc1	0.4	-13.2	12.9	89.2	-13.4	83.6	16.2	0.8	3.2	-0.6
CC(=O)Nc1cc(S(=O)(=O)C(F)(F)F)ccc1Cl	-0.7	-0.5	15.2	106.0	-5.5	98.8	5.0	2.4	-15.8	1.2
O=C(CCS(=O)(=O)Cc1ccccc1)N1CCc2ccccc2C1	-2.6	-5.2	7.9	97.8	-18.4	100.8	8.1	3.2	4.7	-3.2
CCOC(=O)N1CCC(NC(=O)c2ccc3c(c2)N(Cc2ccccc2)CCS3)CC1	-2.3	-4.1	2.0	68.5	-6.6	55.4	3.3	4.6	-24.3	0.0
C[C@@H](C(=O)Nc1ccc2ccccc2c1)[C@H]1C[C@]1(C)[C@H](NC(=O)OCc1ccccc1)c1ccccc1	-2.3	-4.6	-30.6	48.1	7.3	54.6	37.8*	3.2	1.1	x
Cc1noc(C)c1S(=O)(=O)NCc1ccc2c(c1)OCO2	-2.4	x	x	102.7	-7.5	95.1	2.2	x	31.6	-0.4
Cn1cc(Br)c(C(=O)N2CCc3ccccc32)n1	-2.3	6.5	x	101.5	-4.4	89.7	9.9	-1.4	0.6	-4.8
C=CCn1c(SCC(=O)Nc2ccccc2OC)nnc1-c1ccco1	-1.4	4.1	-30.8	71.2	-12.1	69.2	2.2	0.7	-56.7	0.7
CC1CCN(c2nc3c(c(=O)[nH]c(=O)n3C)n2CCSc2nc3ccccc3o2)CC1	-1.1	10.9	-5.4	94.5	-9.0	102.0	17.5	-2.4	-12.3	-0.6
O=C(Cc1cccs1)N1CCCC(c2nc(-c3ccc(S(=O)(=O)N4CCCC4)cc3)no2)C1 (configuration not stated)	-3.7	6.5	2.2	59.8	-26.6	60.0	35.6	1.1	-22.1	-0.4
CN1C(C(=O)Nc2ccccn2)=C(O)c2sccc2S1(=O)=O	-1.1	5.7	x	106.1	7.2	98.6	13.3	2.1	-35.6	x
COC(=O)C1=C(NC(=O)c2ccc(C)c(C)c2)CCS1	-0.9	6.4	x	81.2	0.4	82.4	24.6	2.9	-24.8	x
Cn1c(=O)[nH]c(=O)c2c1nc(CN1CCN(c3ccc(F)cc3)CC1)n2CCCc1ccccc1	-2.9	3.3	3.9	76.3	-4.2	83.8	5.2	3.0	-39.0	x
CCOc1ccc(N(CC(=O)NCCCOC)S(C)(=O)=O)cc1	-0.2	1.3	-34.4	90.3	-13.8	93.5	1.8	0.3	-9.5	-0.6
O=C1OCCC1Sc1nnc(-c2ccc3c(c2)OCO3)n1-c1ccccc1 (configuration not stated)	0.3	-12.5	-19.7	94.9	-7.2	109.9	8.2	3.4	7.2	-0.4
Cc1c(NC(=S)NC(=O)COc2ccccc2)c(=O)n(-c2ccccc2)n1C	-1.6	6.4	x	101.8	-1.2	92.5	8.2	0.7	-40.1	-3.5
COCCNC(=O)c1ccc(N(C)S(=O)(=O)c2ccc(OC)c(OC)c2)cc1	-1.9	-6.3	99.9*	87.4	-13.1	93.3	67.8*	-1.4	-5.6	x
CCOc1ccccc1N=C1NC(=O)CS1	1.6	12.5	-12.4	100.6	-18.2	113.1	3.8	1.1	-1.4	-0.1
CCNC(=O)Nc1cc2nc(C)n(Cc3ccc(Br)cc3)c2nc1C	0.6	1.6	-18.3	102.5	-5.5	106.7	0.8	0.3	-18.1	-0.3
CC1CCCCN1Cc1ccc(N)cc1 (configuration not stated)	-0.7	-8.1	14.3	88.4	x	93.3	13.9	1.0	-2.3	x
Cc1cc(C)c2[nH]c(=O)c(C(c3nnnn3CC3CCCO3)N3CCC(C)CC3)cc2c1 (configuration not stated)	-3.0	3.5	1.1	85.1	19.2	85.9	16.2	1.8	-20.9	0.5
COC(=O)CCC(=O)Nc1ccc(S(=O)(=O)N2CCCCCC2)cc1	-1.4	-0.2	-17.6	94.8	-3.7	90.7	2.4	-2.7	-22.6	-0.7
Cc1cc(C)nc(NS(=O)(=O)c2cccs2)c1	-2.1	2.3	-5.0	87.8	4.7	100.9	1.6	1.3	-43.3	1.6
CC1CC(C)(C)N(C(=O)NC2CCCCC2)c2ccccc21 (configuration not stated)	-4.3	6.2	-8.1	93.7	x	89.8	10.7	-0.5	25.7	x
CSc1ccccc1NC(=O)c1ccccc1N(Cc1ccccc1)S(C)(=O)=O	-1.8	-11.4	1.2	88.3	4.6	88.2	11.0	6.2	-24.4	-2.3
Cn1ncc(Cl)c1C(=O)Nc1sc2c(c1C(N)=O)CCC2	-4.0	2.6	-2.2	89.4	x	78.4	9.8	-0.2	-33.6	x
Cc1cc(=O)oc2ccc(OC(=O)CN3C(=O)c4cccc([N+](=O)[O-])c4C3=O)cc12	-3.2	-10.1	3.3	95.4	-2.1	90.6	3.6	1.4	-63.9	-8.0
CCCCOCCCNC(=O)c1ccccc1OCC	1.2	4.5	25.7	96.1	-8.5	96.0	8.3	3.6	-20.6	-0.3
Cc1nc(NC(=O)CN(C)S(=O)(=O)c2ccc(Br)cc2)sc1C	-0.2	-3.7	-59.3	66.7	-7.2	69.3	10.8	3.1	-48.5	-0.7
Cc1cc2ccccc2n1CCNC(=O)C(C)Oc1ccccc1 (configuration not stated)	-2.0	7.2	9.2	81.4	-12.5	83.3	4.9	-0.4	-21.7	0.5
O=c1oc2ccccc2c(Nc2ccc3ncccc3c2)c1[N+](=O)[O-]	-4.0	17.1	x	72.0	-0.8	74.9	8.8	1.8	-34.8	-1.8
O=C(COc1ccccc1)NC1=NCCS1	-0.7	7.8	37.3	99.9	-7.3	86.3	77.7*	2.1	-39.1	1.6
CC(CC1C(C#N)=C(N)SC(N)=C1C#N)c1ccccc1 (configuration not stated)	-0.5	-7.9	-15.6	95.5	-0.5	98.3	5.3	6.8	-19.1	0.6
COc1ccc(C(C(=O)Nc2ccc(F)cc2)N(C(=O)Cn2nnc3ccccc32)C2CC2)cc1 (configuration not stated)	-1.4	-7.2	-9.2	64.2	-3.1	66.9	2.1	-1.6	0.9	x
COc1ccc(C(=O)OCC(=O)Nc2cc(C)c(C)cc2[N+](=O)[O-])cc1	-0.5	-2.4	-11.1	89.1	-0.4	82.5	4.3	2.3	-29.6	-1.1
Cc1ccc(Cl)cc1N1CCN(Cc2nc3c(c(=O)[nH]c(=O)n3C)n2CCc2ccccc2)CC1	-7.0	-1.6	2.3	16.9	x	11.1	7.7	2.1	-51.7	x
COc1ccc(-c2[nH]ncc2/C=N/NC(=O)c2cc(Br)ccc2O)c(OC)c1	-0.9	10.1	x	99.9	1.3	106.0	16.2	3.5	-15.9	-9.1
CC(C)C(c1nnnn1C1CCCCC1)N1CCc2ccccc21 (configuration not stated)	-1.4	6.9	16.6	74.8	-0.4	79.8	4.1	7.9	5.9	0.4

Laid out differently: results already given
Below each SMILES: MRP-1 activ	GALR2 blocker	E-sel TNF inh	PTEN del growth	Yeast lifespan up	bCat KO growth	Measles CPE	NPY-Y2 antag	Yeast growth inh	Phagocyt inh
> O=c1oc2ccccc2c(Nc2ccc3ncccc3c2)c1[N+](=O)[O-]
  -4.0	17.1	x	72.0	-0.8	74.9	8.8	1.8	-34.8	-1.8
> COc1ccc(-c2[nH]ncc2/C=N/NC(=O)c2cc(Br)ccc2O)c(OC)c1
  -0.9	10.1	x	99.9	1.3	106.0	16.2	3.5	-15.9	-9.1
